Source: PubChem
PriA SSB inh – inhibitors of Klebsiella pneumoniae PriA binding to SSB C-terminal tail, primary screen, biochemical, AlphaScreen; AlphaScreen SSBct-PriA binding, biotinylated peptide; inhibition, % at 33 µM; actives 0.6% (n = 430,000); AID 1272365, 2023; in the data active = inhibition mostly above about 37%, no sharp cut-off; inactive = mostly below about 20%;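 also: plate controls were negative control peptide for no effect and reference peptide for full effect; strong numbers were not always called active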
VHR inh abs – VHR1 phosphatase inhibitors, primary screen, biochemical, absorbance, uHTS. recombinant VHR phosphatase, pNPP absorbance. inhibition, % at 13.3 µM. actives 0.52% (n = 290,000); in the data active = inhibition above about 50%; also: some compounds called inactive have numbers as strong as hits
Rv3671c protease – Rv3671c serine protease inhibitors, primary screen, biochemical, fluorescence polarization, M. tuberculosis H37Rv; P9WHR9; inhibition, % at 5.96 µM; actives 0.048% (n = 320,000); AID 2606, 2010; in the data active = inhibition above about 38%;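 also: extracellular domain of Rv3671c used as enzyme; 0% = enzyme with DMSO and 100% = no enzyme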
BH1578 lux ind – inducers of Vibrio cholerae quorum light production without autoinducers, primary screen, BH1578 luxS cqsA deficient, single point; actives 0.16% (n = 350,000); V. cholerae BH1578 lux reporter, luminescence, 6 h; activation, % at 18.7 µM; AID 588436, 2011; in the data active = activation mostly above about 9.7%, no sharp cut-off; also: not every result past the cut was called active; inactives centre near 0; reference of the scale not given here
PfHsp40 rescue – rescue of yeast from PfHsp40 toxicity, primary screen, S. cerevisiae, ATP luminescence | S. cerevisiae expressing PfHsp40, growth rescue | growth rescue, % at 12.5 µM | actives 0.68% (n = 340,000) | AID 504582, 2011; in the data active = growth rescue above about 28%, passing the limit was not always enough;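 also: yeast W303a lacking pdr1 and pdr3 grown in galactose medium; growth measured after three days at 30 °C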
Y pestis TopoI – Yersinia pestis topoisomerase I inhibitors, primary screen, biochemical, cleavage product accumulation, plate reader, single point. DNA topoisomerase I (Yersinia pestis CO92). Y. pestis Topo-I cleavage product accumulation. activity, % at 10 µM. actives 0.064% (n = 360,000); in the data active = activity above about 50%, passing the limit was not always enough; also: inactives centre near 2
Anthrax LF inh2 – Bacillus anthracis LF protease inhibitors, primary screen, biochemical, multiplex microsphere, MLPCN library; Lethal factor (Bacillus anthracis), P15917; actives 0.12% (n = 360,000); AID 588501, 2011; multiplex microsphere protease cleavage assay; inhibition, % at 10 µM; in the data active = inhibition above about 30%; also: plate controls were buffer without enzyme for full effect and enzyme alone for no effect
Target sequence (P15917 whole entry, looked up): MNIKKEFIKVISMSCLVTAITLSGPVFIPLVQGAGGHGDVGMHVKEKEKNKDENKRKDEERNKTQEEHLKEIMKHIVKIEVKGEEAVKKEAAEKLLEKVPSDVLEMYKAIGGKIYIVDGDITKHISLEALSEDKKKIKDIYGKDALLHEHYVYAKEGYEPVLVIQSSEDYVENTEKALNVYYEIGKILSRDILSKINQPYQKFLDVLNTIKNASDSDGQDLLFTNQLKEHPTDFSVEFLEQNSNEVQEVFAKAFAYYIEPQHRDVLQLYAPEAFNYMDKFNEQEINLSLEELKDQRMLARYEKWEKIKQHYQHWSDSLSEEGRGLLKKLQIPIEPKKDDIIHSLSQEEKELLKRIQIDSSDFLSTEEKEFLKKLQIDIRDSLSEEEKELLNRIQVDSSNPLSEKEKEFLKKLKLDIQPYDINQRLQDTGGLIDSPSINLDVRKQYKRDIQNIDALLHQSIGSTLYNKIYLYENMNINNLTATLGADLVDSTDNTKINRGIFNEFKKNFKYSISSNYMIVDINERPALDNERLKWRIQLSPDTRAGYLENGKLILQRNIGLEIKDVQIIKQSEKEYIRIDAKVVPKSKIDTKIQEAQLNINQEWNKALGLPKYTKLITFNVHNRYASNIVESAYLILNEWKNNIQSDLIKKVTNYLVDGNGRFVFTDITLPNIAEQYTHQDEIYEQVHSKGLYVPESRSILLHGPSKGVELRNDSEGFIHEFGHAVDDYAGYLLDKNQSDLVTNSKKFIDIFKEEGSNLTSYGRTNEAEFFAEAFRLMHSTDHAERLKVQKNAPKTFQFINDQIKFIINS
MazEF act – activators of E. coli MazEF toxin-antitoxin RNase, primary screen, biochemical, fluorescence, uHTS | Endoribonuclease toxin MazF (Escherichia coli (strain K12)), P0AE70 | FAM/BHQ RNA-DNA oligo cleavage fluorescence, 5 h | activation, % at 20 µM | actives 0.32% (n = 350,000) | AID 504720, 2011; in the data active = activation above about 50%
Target sequence (P0AE70 whole entry, looked up): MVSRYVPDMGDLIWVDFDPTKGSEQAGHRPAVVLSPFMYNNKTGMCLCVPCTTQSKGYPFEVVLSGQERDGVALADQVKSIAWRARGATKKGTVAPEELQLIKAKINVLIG
SARS 3CLpro inh – SARS-CoV 3CLpro protease inhibitors, primary screen, biochemical, quenched FRET; Replicase polyprotein 1ab (Severe acute respiratory syndrome coronavirus), P0C6X7; inhibition, % at 6 µM; recombinant SARS-CoV 3CLpro, quenched FRET peptide cleavage; actives 0.14% (n = 290,000); in the data active = inhibition above about 12%
TcdB inh – TcdB glycohydrolase inhibitors, primary screen, biochemical, single point, plate reader; Toxin B (Clostridioides difficile), P18177; TcdB glycohydrolase enzymatic assay; inhibition, % at 9.99 µM; actives 0.24% (n = 350,000); AID 652162, 2013; in the data active = inhibition above about 10%
An asterisk follows results filed as active; i = inactive; / = no result given.

SMILES	PriA SSB inh	VHR inh abs	Rv3671c protease	BH1578 lux ind	PfHsp40 rescue	Y pestis TopoI	Anthrax LF inh2	MazEF act	SARS 3CLpro inh	TcdB inh
O=c1c2ccccc2ncn1-c1ccccc1C(F)(F)F	5	26	0	-2.9	-0.6	-1	1	2	5	0.9
COC(=O)c1ccc(C2c3c(n[nH]c3C)C(=O)N2c2ccc(C)cc2)cc1 (stereo unspecified)	-3	5	-5	-0.2	0.4	18	1	2	-3	1.1
Cc1c(C(=O)O)sc2nc(C)n(C)c(=O)c12	-3	31	-2	i	1.0	-3	1	-14	6	/
Cn1c(CNC(=O)CNC(=O)Cc2ccccc2)cc(=O)n(C)c1=O	-13	7	-7	i	0.6	7	-1	12	-2	-0.2
CCC(=O)Nc1nnc(SCC(=O)NCC2CCCO2)s1 (stereo unspecified)	-16	-3	-16	-1.3	1.2	-5	4	-22	-4	2.7
CCOc1ccc(/C=C/C(=O)Nc2cccc(C(C)=O)c2)cc1	6	-4	-18	-0.3	2.5	1	-1	3	-8	/
COc1ccc(C2CC(c3ccccc3)=NN2C(=O)CCC(=O)O)cc1 (stereo unspecified)	-9	21	-6	0.2	-0.3	-3	9	-7	0	0.4
CC1(C)Cc2cccc(OCC(=O)OCC(=O)Nc3ccc(S(N)(=O)=O)cc3)c2O1	/	/	/	i	/	-13	-1	9	/	0.3
COc1ccc(CCNC(=O)c2c(N)n(CCN3CCOCC3)c3nc4ccccc4nc23)cc1	-49	24	3	-0.5	1.7	36	1	-7	-6	/
CCC(=O)OCC(=O)Nc1ccc(OC)cc1[N+](=O)[O-]	-9	25	-5	-0.3	-0.3	5	-2	27	4	1.0
Cc1cc(O)c(C(=O)c2ccccc2C(=O)O)cc1C	-12	2	0	i	1.0	-7	0	5	-3	/
CCC(=O)C1CCCN(C(=O)CCc2nnc(C3(c4ccc(Cl)cc4)CCC3)o2)C1 (stereo unspecified)	-18	-2	-8	-0.4	-0.3	18	20	-6	2	1.1
COc1cccc(C2(O)CCN(C(=O)C(C)C)CC2)c1	-10	4	-3	-0.5	0.9	-3	-3	13	5	0.4
CCSc1nnc2nc(C)cc(C)n12	-4	25	2	i	0.6	-1	-8	0	2	/
Cc1ccc(O)c(-c2cc(-c3ccccc3[N+](=O)[O-])[nH]n2)c1	37	-4	-2	-0.4	12	-7	0	7	7	/
Cc1c(C(=O)N2CCN(c3ccc(F)cc3)CC2)sc2ncnc(N3CCN(c4ccccn4)CC3)c12	20	5	-1	-3.1	1.8	30	5	-3	7	0.4
COc1cc(OC)c(C2=NOC(C(=O)Nc3c(C)nn(CC(=O)N4CCCC4)c3C)C2)cc1Cl (stereo unspecified)	-4	25	4	3.3	0.8	-1	-5	-14	2	/
Cc1cccc(N2CCN(CC(=O)N(C3CCCC3)C3CCS(=O)(=O)C3)CC2)c1C (stereo unspecified)	2	/	-10	0.9	-0.6	17	-2	-2	/	-0.9
O=C(CNC(=O)c1ccccc1Br)N/N=C/c1cccs1	/	15	4	i	0.3	-9	1	13	-1	1.2
O=c1[nH]nc(CNc2ccc(Cl)cc2Cl)c2ccccc12	-4	2	-5	i	-0.3	29	-2	23	0	0.7
CSCCC(NC(=O)c1ccco1)C(=O)NC1CCC(C)CC1 (stereo unspecified)	1	/	-2	i	-1.1	3	6	-1	/	0.6
Cc1ccc2cc(C#N)c(N3CCN(C(=O)c4ccccc4)CC3)nc2c1	-12	21	-9	-2.3	3.3	6	-1	1	-3	-0.3
COc1ccccc1CNC(=O)c1cccc(S(=O)(=O)N2CCN(c3ccc(F)cc3)CC2)c1	7	/	-13	i	0.3	26	-7	-6	/	2.0
CC(C)(C)c1csc(N/N=C/c2cccnc2)n1	/	-10	6	i	16	3	-7	5	4	/
O=C(NNC(=O)c1ccccc1Br)c1ccc(SCC2CCCO2)c([N+](=O)[O-])c1 (stereo unspecified)	10	41	-3	i	0.1	-3	-1	8	-1	/

An excerpt from above in order of length of the SMILES, smallest number first.
SMILES	PriA SSB inh	VHR inh abs	Rv3671c protease	BH1578 lux ind	PfHsp40 rescue	Y pestis TopoI	Anthrax LF inh2	MazEF act	SARS 3CLpro inh	TcdB inh
CCSc1nnc2nc(C)cc(C)n12	-4	25	2	i	0.6	-1	-8	0	2	/
CC(C)(C)c1csc(N/N=C/c2cccnc2)n1	/	-10	6	i	16	3	-7	5	4	/
Cc1c(C(=O)O)sc2nc(C)n(C)c(=O)c12	-3	31	-2	i	1.0	-3	1	-14	6	/
CCC(=O)Nc1nnc(SCC(=O)NCC2CCCO2)s1 (stereo unspecified)	-16	-3	-16	-1.3	1.2	-5	4	-22	-4	2.7
O=C(CNC(=O)c1ccccc1Br)N/N=C/c1cccs1	/	15	4	i	0.3	-9	1	13	-1	1.2
O=c1[nH]nc(CNc2ccc(Cl)cc2Cl)c2ccccc12	-4	2	-5	i	-0.3	29	-2	23	0	0.7
CCC(=O)OCC(=O)Nc1ccc(OC)cc1[N+](=O)[O-]	-9	25	-5	-0.3	-0.3	5	-2	27	4	1.0
CCOc1ccc(/C=C/C(=O)Nc2cccc(C(C)=O)c2)cc1	6	-4	-18	-0.3	2.5	1	-1	3	-8	/
Cc1ccc(O)c(-c2cc(-c3ccccc3[N+](=O)[O-])[nH]n2)c1	37	-4	-2	-0.4	12	-7	0	7	7	/
COC(=O)c1ccc(C2c3c(n[nH]c3C)C(=O)N2c2ccc(C)cc2)cc1 (stereo unspecified)	-3	5	-5	-0.2	0.4	18	1	2	-3	1.1
Cc1cccc(N2CCN(CC(=O)N(C3CCCC3)C3CCS(=O)(=O)C3)CC2)c1C (stereo unspecified)	2	/	-10	0.9	-0.6	17	-2	-2	/	-0.9
COc1ccc(CCNC(=O)c2c(N)n(CCN3CCOCC3)c3nc4ccccc4nc23)cc1	-49	24	3	-0.5	1.7	36	1	-7	-6	/
COc1cc(OC)c(C2=NOC(C(=O)Nc3c(C)nn(CC(=O)N4CCCC4)c3C)C2)cc1Cl (stereo unspecified)	-4	25	4	3.3	0.8	-1	-5	-14	2	/

Further results follow:
SMILES	PriA SSB inh	VHR inh abs	Rv3671c protease	BH1578 lux ind	PfHsp40 rescue	Y pestis TopoI	Anthrax LF inh2	MazEF act	SARS 3CLpro inh	TcdB inh
CC(=O)c1cc(CN2C(=O)c3ccccc3C2=O)cs1	-6	4	6	/	0.8	7	5	1	1	/
COc1ccc(-n2c(CNc3ccc(C)cc3)nnc2SCc2ccccc2)cc1	18	2	-5	i	0.2	26	0	-4	12	/
CC(C)CN1C(=O)C(=O)N(CC(=O)N(C)CC(=O)Nc2ccc(F)cc2)C1=O	-2	/	3	-0.6	-1.0	2	2	4	/	-3.1
CCOP(=S)(OCC)SCSP(=S)(OCC)OCC	-20	/	/	-4.3	-1.3	27	-4	-9	/	-0.7
O=C(Cc1c2ccccc2nc2ccccc12)c1ccccc1	6	-17	-8	7.1	0.3	-1	1	-5	0	/
c1ccc(-c2ccccc2OCCOCCN2CCc3ccccc3C2)cc1	-12	20	5	-0.8	0.8	33	-1	-1	3	0.5
CC1(c2ccccc2Br)NC(=O)N(CC(=O)N2CCc3ccccc3C2)C1=O (stereo unspecified)	-19	/	9	-0.9	1.2	4	0	0	/	0.2
Cc1cccc(Nc2nc(C)cc(C)c2C#N)c1	-15	0	2	-0.4	-0.2	-14	-7	6	1	-2.0
COc1cccc(S(=O)(=O)NCc2ccc(C(=O)Nc3ccc(Cl)c(Cl)c3)cc2)c1	-8	5	8	-3.3	0.5	5	-2	6	7	/
COc1ccc(CNC(=O)C2CCN(S(=O)(=O)c3ccc4c(c3)C(C)(C)C(=O)N4C)CC2)cc1	9	2	-7	-0.2	1.9	13	1	9	-2	1.3
Clc1cncc(Cl)c1N/N=C/c1ccncc1	i	-2	-1	-0.2	1.6	-3	-1	2	2	1.3
CN(C)/C=C/C(=O)/C=C/c1cn(-c2ncc(C(F)(F)F)cc2Cl)c2ccccc12	-2	9	-3	i	-1.5	-3	7	1	0	/
COC(=O)c1ccccc1COc1cccn2c(N(C)CC3CC3)c(C)nc12	/	/	/	-0.5	/	1	-5	/	/	0.0
C=CC1CN(CC(=O)OC)S(=O)(=O)c2ccccc21 (stereo unspecified)	-1	18	12	-2.2	-0.9	0	-2	0	/	1.1
CCCCOc1ccc(C(=O)N(Cc2ccco2)C2CCS(=O)(=O)C2)cc1 (stereo unspecified)	-14	7	-7	-2.9	-1.1	24	-1	1	-1	/
CNc1nc(N/N=C/c2ccc([N+](=O)[O-])cc2)nc(Nc2ccccc2)n1	/	2	-6	-0.4	4.5	-22	-2	22	-4	0.4
COC1=CC(=O)C=C(OC)C1=O	-8	/	/	-0.3	-1.1	2	-11	-2	/	-9.2
c1cnn(-c2cc(N3CCOCC3)ncn2)c1	-6	-5	1	-5.9	-0.4	4	-2	3	-2	/
CC(=O)N1c2ccc(S(=O)(=O)NCCC(=O)Nc3cccc(Cl)c3)cc2CC1C (stereo unspecified)	8	3	-3	i	-0.5	4	-4	-6	7	2.6
COc1ccccc1NC(=S)NCc1ccccc1	0	17	3	i	0.4	0	-3	5	-3	-0.4
O=C1C2CCCN2C(=S)N1c1cc(Cl)ccc1Cl (stereo unspecified)	-6	/	/	-3.5	0.0	11	-1	6	/	-0.1
CCn1cc(C(=S)N2CCC(C(N)=O)CC2)c2ccccc21	-8	14	2	-0.3	-0.5	0	-2	5	-3	1.2
CCOC(=O)C1=NN(C(=O)Cc2ccccc2)C(O)(C(C)(C)C)C1 (stereo unspecified)	-4	17	-12	2.3	0.5	0	-2	5	1	0.3
O=S(=O)(c1cc(F)ccc1F)N1CCC2(CC1)OCCN2S(=O)(=O)c1cccs1	-11	/	3	-0.1	0.1	4	-2	2	/	3.6
O=C(CN1CCN(S(=O)(=O)c2ccc(Cl)cc2)CC1)Nc1ccc(N2CCOCC2)cc1	1	-1	-2	-0.7	0.0	4	-1	10	1	-0.8
CCOc1cc2c(C#N)c(N3CCOCC3)nc(N)c2c(N)n1	1	19	-1	i	-0.2	6	-9	30	/	/
CCCCCN(C(=O)CCC(=O)OC(C)C(=O)NCc1ccccc1)c1c(N)n(CCCC)c(=O)[nH]c1=O (stereo unspecified)	-6	/	6	i	-0.5	6	2	4	/	2.2
COc1ccc(OCc2nnc(NC(=O)Nc3ccc(F)cc3)s2)cc1	-5	10	-10	1.0	-0.1	-4	-1	-7	0	/
O=c1[nH]nc(Br)c(=O)n1C(c1ccccc1)c1ccccc1	-1	/	/	i	-1.7	10	-1	0	/	0.3
Cc1cc(Br)ccc1NC(=O)c1sc2ncn(CC(=O)N3CCN(c4ccccn4)CC3)c(=O)c2c1C	-2	25	-24	-0.4	-1.0	28	0	3	-2	1.6

Some of the compounds tested. The share of hits here may be higher or lower than overall.
